Assay outcomes as filed in PubChem BioAssay.
Polio RdRp inh: poliovirus RNA polymerase inhibition. poliovirus polymerase elongation, fluorescence polarization; active compounds read low. % elongation, % (compound at 16.7 µg/mL). hit rate 0.66% among 150,000; in the data active means % elongation below about 90%; further: some results filed as inactive read as strong as hits
Polio RdRp inh FP z-score: recorded beside Polio RdRp inh, whose call it bears; z-score; measured here: FP z-score; hits read low
Numbers without * were called inactive. Only part of the results is shown; the hit share may differ from the screen's.

Under each structure: Polio RdRp inh	Polio RdRp inh FP z-score
CCOP(=S)(OCC)Oc1cc(-c2ccccc2)on1
  98	-0.3
CCN(CC)C(=O)C1c2ccccc2Oc2ccccc21
  98	-1
O=C(c1ccccc1)C(Sc1nnc(-c2ccc3c(c2)OCO3)o1)c1ccccc1 (stereo not given)
  103	0.2
c1ccc(-c2nonc2-c2ccccc2)cc1
  103	0.5
Cc1cc(NC(=O)CSc2nnc(Cc3cccn3C)n2C)no1
  100	0.1
CCCCN(CCCNC(=O)CN1N=C(c2ccccc2)CCC1=O)c1ccccc1
  106	-1
Cc1cc(F)ccc1NC1(c2ccccc2)C(=O)c2ccccc2C1=O
  108	0.3
CCn1c(SCc2nc3cc(OC)c(OC)cc3c(=O)[nH]2)nc2ccccc21
  100	-0.3
N#Cc1ccccc1Cn1cnc2nc3c(cc2c1=O)CCCC3
  111	1.1
CN(C)c1ccc(CNC(=O)C2CCN(S(=O)(=O)c3ccc4c(ccn4C)c3)CC2)cc1
  108	0.4
Cc1nn(CC(=O)O)c(C)c1Cl
  101	-0.2
O=C(CN1CCOCC1)Nc1nc(-c2ccc3c(c2)CCN3S(=O)(=O)c2ccccc2)cs1
  104	0.4
CCOC(=O)N1CCN(C(=O)c2ccc3c(=O)[nH]c4c(C(=O)NC(C)C)sc(=S)n4c3c2)CC1
  103	0.9
COc1ccccc1-n1c(CSc2ccccn2)nc2ccccc2c1=O
  106	0.3
Cc1cc(C(=O)CSc2nc3ccccc3c(=O)n2CC(C)C)c(C)n1-c1nccs1
  97	-0.7
Cc1cc(Nc2ccc(Cl)cc2)c2ccccc2n1
  92	-1
Ic1ccc(-c2ncc3ccccn23)cc1
  100	-0.3
CCCc1ccc2c(N)c(C(=O)c3ccc(Br)cc3)sc2n1
  103	0.2
O=C(Nc1ccc(F)c(F)c1)c1cc(S(=O)(=O)NC2CCCCCC2)ccc1F
  111	0.7
COc1cc(-c2noc(-c3ccc(N4CCOCC4)c([N+](=O)[O-])c3)n2)cc(OC)c1OC
  105	-0.6
O=C(COC(=O)c1cccc2ccccc12)c1ccc(F)cc1
  103	0.7
CN(C)c1ccc(CNc2nc(-c3ccco3)nn2S(=O)(=O)c2ccc(Cl)cc2)cc1
  104	-0.6
Cc1cc(=O)oc2cc(OCC(=O)N(C)C)ccc12
  104	0.1
Cc1cc2c(cc1C)C(Nc1ccccc1)=NC(C)(C)C2
  103	0.3

Another view of 2 compounds above.
SMILES: Cc1nn(CC(=O)O)c(C)c1Cl
- Polio RdRp inh: 101
- Polio RdRp inh FP z-score: -0.2

SMILES: O=C(CN1CCOCC1)Nc1nc(-c2ccc3c(c2)CCN3S(=O)(=O)c2ccccc2)cs1
- Polio RdRp inh: 104
- Polio RdRp inh FP z-score: 0.4

A second format for part of the listing above:
SMILES	Polio RdRp inh	Polio RdRp inh FP z-score
O=C(Nc1ccc(F)c(F)c1)c1cc(S(=O)(=O)NC2CCCCCC2)ccc1F	111	0.7
Cc1cc(F)ccc1NC1(c2ccccc2)C(=O)c2ccccc2C1=O	108	0.3
CCn1c(SCc2nc3cc(OC)c(OC)cc3c(=O)[nH]2)nc2ccccc21	100	-0.3

Fetched by compound from the entries so far, two records:
Under each structure: Polio RdRp inh	Polio RdRp inh FP z-score
COc1ccccc1-n1c(CSc2ccccn2)nc2ccccc2c1=O
  106	0.3
Cc1cc(C(=O)CSc2nc3ccccc3c(=O)n2CC(C)C)c(C)n1-c1nccs1
  97	-0.7
